TNFa cytotox: HUVEC cytotoxicity counter-screen, TNF alpha stimulated; 93,000 compounds, 0.17% hits; cell count reduction, % at 2 µM; HUVEC TNFalpha-stimulated, Hoechst cell count, imaging;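 active = cell count reduction exceeding the screen mean by over 5 SD, scaled to untreated wells per plate, cut at about 78% in these data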;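 note: cells counted after 24 h of TNF alpha exposure following the 1 h pretreatment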
VCAM1 TNFa inh: reduces TNF alpha induced VCAM1 expression in HUVEC; HUVEC TNFa-induced VCAM-1 immunofluorescence, high-content imaging; inhibition, % at 2 µM; 95,000 compounds, 0.48% hits;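 active = inhibition above the batch mean plus 3 SD, with images confirmed as a hit by eye, cut at about 37% in these data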;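 note: 0% = TNF-stimulated DMSO wells and 100% = unstimulated control wells; not every result past the cut was called active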
MT1-MMP txn act: activates MT1-MMP transcription | activation factor at 10 µM | HT1080 MT1-MMP promoter luciferase reporter, luminescence, overnight; stronger effect = higher value | 86,000 compounds, 0.16% hits | AID 750;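 active = activation factor of at least 2 for MT1-MMP transcription at 10 µM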
Smad3 FoxH1 inh: Smad3 (human) transcription factor binding inhibition. P84022. TR-FRET Smad3/Dy647-FoxH1 peptide binding, europium anti-His. inhibition, % at 25 µM. 88,000 compounds, 0.29% hits. AID 630;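 active = compounds that reduce the energy-transfer binding signal between the protein and its labelled peptide by more than half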;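 note: 0% = Smad3 plus labelled peptide maximal FRET and 100% = peptide-only background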
Target sequence (P84022 whole entry, looked up): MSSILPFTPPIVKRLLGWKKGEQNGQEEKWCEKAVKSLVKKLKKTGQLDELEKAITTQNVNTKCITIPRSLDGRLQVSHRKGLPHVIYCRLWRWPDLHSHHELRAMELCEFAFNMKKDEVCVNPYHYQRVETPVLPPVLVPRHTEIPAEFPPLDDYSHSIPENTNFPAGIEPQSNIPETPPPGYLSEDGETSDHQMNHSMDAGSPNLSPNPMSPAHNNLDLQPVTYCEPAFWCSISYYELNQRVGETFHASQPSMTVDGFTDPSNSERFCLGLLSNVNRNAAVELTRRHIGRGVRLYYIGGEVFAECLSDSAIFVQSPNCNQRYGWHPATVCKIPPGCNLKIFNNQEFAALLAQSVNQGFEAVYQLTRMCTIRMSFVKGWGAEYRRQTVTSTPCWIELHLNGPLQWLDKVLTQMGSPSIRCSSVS
F-actin modifier: alters cytoskeleton assembly in HUVEC cells; HUVEC TNFa F-actin phalloidin imaging, high content; inhibition, % at 2 µM; 91,000 compounds, 0.18% hits;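 active = inhibition above the batch mean plus 3 SD and confirmed as a hit by visual image inspection, cut at about 30% in these data, passing the limit was not always enough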; note: strong numbers were not always called active
IL1B cytotox: toxic to HUVEC cells under IL-1B stimulation. 94,000 compounds, 0.41% hits. AID 845. HUVEC cell count loss, Hoechst imaging, IL-1B stimulated. cell count reduction, % at 2 µM;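 active = cell count reduction more than 3 SD above the screen-wide mean, cut at about 70% in these data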;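 note: normalized per plate to untreated control cells as the no-loss baseline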
LYP inh 2: LYP (human) phosphatase inhibition. recombinant LYP catalytic domain, DiFMUP fluorescence. inhibition, % at 2 µM. Q9Y2R2. 96,000 compounds, 0.21% hits;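 active = inhibition at 2 µM at or above a set limit, the screen mean plus 3 SD, cut at about 24% in these data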;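 note: 0% = DMSO with enzyme and 100% = enzyme fully blocked by orthovanadate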
hDAT+cocaine: modulates human dopamine transporter uptake under cocaine | LLC-PK1 hDAT cells, [14C]-dopamine uptake with cocaine IC80; actives deviate in either direction | B-score at 10 µM | 110,000 compounds, 1.3% hits | AID 449768;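 active = Z score or B-score, a plate-position-corrected score, falls beyond the plate's 99.7% confidence bounds, in either direction; inactive = both scores lie inside the 99.7% bounds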;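 note: scored against the spread of the other compound wells on the same plate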
Target sequence (Q01959 whole entry, looked up): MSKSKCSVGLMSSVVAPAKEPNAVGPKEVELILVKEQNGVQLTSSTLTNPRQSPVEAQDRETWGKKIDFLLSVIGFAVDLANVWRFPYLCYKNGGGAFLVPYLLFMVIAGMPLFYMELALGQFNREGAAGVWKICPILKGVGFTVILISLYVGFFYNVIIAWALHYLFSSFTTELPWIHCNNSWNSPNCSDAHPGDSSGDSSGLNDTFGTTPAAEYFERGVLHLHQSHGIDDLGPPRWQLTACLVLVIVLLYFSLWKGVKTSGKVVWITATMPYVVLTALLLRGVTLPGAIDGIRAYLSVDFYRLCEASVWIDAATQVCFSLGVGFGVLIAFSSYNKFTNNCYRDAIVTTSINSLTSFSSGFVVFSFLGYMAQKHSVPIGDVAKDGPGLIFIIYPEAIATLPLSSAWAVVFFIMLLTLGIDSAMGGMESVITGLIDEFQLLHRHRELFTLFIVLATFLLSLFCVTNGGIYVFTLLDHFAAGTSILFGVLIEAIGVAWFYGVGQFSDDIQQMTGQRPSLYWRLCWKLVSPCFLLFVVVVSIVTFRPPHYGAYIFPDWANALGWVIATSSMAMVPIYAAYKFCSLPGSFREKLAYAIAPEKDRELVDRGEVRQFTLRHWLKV
Candida biofilm: kills Candida albicans biofilms; C. albicans biofilm + clotrimazole, Alamar Blue; 85,000 compounds, 0.14% hits; inhibition, % at 6 µM; AID 834;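 active = inhibition above 20%; inactive = inhibition below 20%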;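 note: preformed 24 hr biofilms exposed to compound for 48 hr; 0% = biofilm without compound and 100% = blank killed by clotrimazole plus chlorhexidine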
An asterisk follows results filed as active; . = no result given; [ ] = dose if it differs, or a comment.

SMILES	TNFa cytotox	VCAM1 TNFa inh	MT1-MMP txn act	Smad3 FoxH1 inh	F-actin modifier	IL1B cytotox	LYP inh 2	hDAT+cocaine	Candida biofilm
C/C(=N\NS(=O)(=O)c1cccc([N+](=O)[O-])c1)c1cc2ccccc2o1	-56	-29	.	.	21	-13	-2	0.94	.
CC(NC(=O)c1cc2c(s1)CCCC2)C(C)(C)C (stereo unspecified)	-50	-13	1.1	14	.	9	3	1.1	-1
Cn1c(SCc2ccc(Br)cc2)nnc1-c1ccncc1	-16	-1	1	-2	1	-31	-4	0.093	3
Cn1cnc2cc(NC(=O)c3ccc(Cl)cc3)ccc21	-16	19	1.4	1	1	-19	-6	-0.78	-3
Cc1ccnc(N/N=C/c2ccco2)n1	-1	2	1.5	19	.	15	3	0.74	6
COc1ccc(S(=O)(=O)n2nc(OC(=O)c3ccccc3Br)cc2N)cc1	17	-8	1.2	-7	-35	-30	-3	.	9
CCCCn1c(=NC(=O)c2cccnc2)c(C#N)cc2c(=O)n3cccc(C)c3nc21	14	18	1	8	-2	-12	-18	.	10
CC(=O)Nc1ccc(S(=O)(=O)NNC(=O)c2ccc(C)cc2)cc1	-8	-6	.	.	3	-9	-8	-0.73	.
O=C1c2cccnc2Nc2ccccc2N1CCCF	-1	2	.	.	14	4	8	0.59	.
COc1ccc(-n2nnnc2SCC(=O)NCc2ccco2)cc1OC	-15	10	1.1	10	-28	-45	-11	-0.78	8
COc1ccc(OC)c(NC(=O)C23CCC(C)(C(=O)C2)C3(C)C)c1 (stereo unspecified)	-14	6	1.3	-2	-7	-41	2	-0.79	7
Cc1ccc(-c2nnc(SCC(=O)Nc3ccccc3N3CCOCC3)o2)cc1	-46	1	1.2	5	6	-7	-9	0.87	-2
c1csc(Cn2c(-c3cccs3)nc3ccccc32)c1	-11	23	.	3	15	-8	-6	0.16	2
CO/N=C(/CNC(=O)c1ccccc1Cl)c1ccc(Cl)cc1	1	-5	.	.	27	-2	-2	.	.
COc1ccc2nc(N3CCCC(C(=O)NCCCN4CCN(C)CC4)C3)sc2c1 (stereo unspecified)	-25	-20	1.1	.	-1	3	-6	1.1	.
COC(=O)c1ccccc1NS(=O)(=O)c1ccc(F)cc1	-27	1	1.1	-3	20	-11	-2	-0.9	5
CC(C)(C)c1ccc(S(=O)(=O)Nc2cccnc2)cc1	12	2	1	-1	-7	.	2	-1.4	-7
COCCCNC(NC(=O)c1ccc(Cl)cc1)C(Cl)(Cl)Cl (stereo unspecified)	-8	4	.	.	-17	0	0	-0.1	.
CCC(=O)Nc1nnc(SCc2ccc(F)cc2)s1	-8	5	1.2	10	-9	-10	-15	-0.014	-4
O=C(NCc1cccnc1)c1ccc(S(=O)(=O)N2CCCCC2)cc1	6	6	1.1	6	-11	-6	4	-1	6
CC(C)(C)Sc1ccc(N)nc1	-27	8	1.1	2	2	-59	-31	0.22	.
Cc1ccc(C)c2[nH]c(=O)c(C(c3nnnn3Cc3ccccc3)N3CCc4ccccc4C3)cc12 (stereo unspecified)	-35	4	1.2	5	24	-11	-9	1.1	1
CC(NC(=O)Cc1cccs1)C(c1cccs1)N1CCN(c2ccccc2F)CC1 (stereo unspecified)	0	17	1.3	6	-1	0	2	-0.43	10
CCN(CC)C(=O)COc1ccc(CC(=O)O)cc1OC	-16	-7	1	0	6	-11	-8	-0.67	1
CCOc1ccc2oc(-c3ccccc3)c(C(=O)N3CCN(C)CC3)c2c1	9	1	1.2	4	2	6	-7	0.012	6
CCC(C)NC(=O)CN1C(=O)CC(C)(C)S(=O)(=O)c2ccccc21 (stereo unspecified)	-20	5	1.1	-1	-4	0	-3	-0.28	-1
O=C1CN=C(Nc2ccccc2)N1Cc1cccs1	-5	1	1.2	-27	18	-7	3	-0.078	4
Cc1ccc(C)c(NC(=O)C2C(c3ccccc3)C2(Cl)Cl)c1 (stereo unspecified)	-12	18	.	.	-18	.	3	0.61	.
Cc1ccc(-c2nnc(N(C)C(=O)c3ccccn3)s2)cn1	0	15	1.1	.	4	2	-7	-2.2	.
Cc1ccc2c(c1)C1CN(C)CCC1N2C(=O)Nc1ccc(Cl)cc1 (stereo unspecified)	-3	-14	1.1	9	-5	-12	7	1.5	4
O=C(Nc1cccc2ccccc12)N1CC=C(c2ccccc2)CC1	-17	7	1	9	10	-11	-2	2.4	7
CCOc1ncccc1C(=O)OCC(=O)c1c(N)n(C)c(=O)n(C)c1=O	.	.	1	2	.	.	.	0.81	3
Cc1cccc(-n2c(O)c(C=NC3CCS(=O)(=O)C3)c3ccccc3c2=O)c1 (stereo unspecified)	6	19	1.1	-15	2	3	-12	0.6	10
CCOc1ccc(N(CC(=O)NC2CCCCC2)C(=O)CNC(=O)c2ccco2)cc1	-11	12	1.3	7	12	23	10	-0.51	4
O=C(CCCc1nc(-c2ccccc2Cl)no1)NCc1cccnc1	.	.	1	-3	.	.	.	-0.12	13
O=C1c2cccnc2C(=O)N1Cc1cccs1	32	-6	1.1	-7	11	2	-8	0.42	10
C[C@H](NC(=O)Nc1ccccc1F)C(=O)O	-11	15	1	6	7	1	-7	-0.013	11
COc1ccccc1OCCCc1c(C)n[nH]c1C	-7	-10	1	-9	5	-14	2	0.13	2
O=C(Cn1cccc1C(=O)c1ccccc1)NCc1ccccc1	-13	-12	1.3	1	-5	-7	-5	0.74	4
CCc1ccc(OCC(=O)NC(=S)Nc2ccc(S(=O)(=O)NC3CCCCC3)cc2)cc1	2	6	.	.	-16	-13	14	0.17	.
Cc1ccc(CNC(=O)CCc2nc3ccccc3c(=O)[nH]2)cc1	.	.	1	-13	.	.	.	0.28	-1
CC1(C)SC(=S)N(Cc2ccc3c(c2)OCO3)C1N(O)C(=O)NC1CCCCC1 (stereo unspecified)	9	1	1.1	0	8	7	4	-0.61	6
Cc1ccc(SCc2cc(=O)[nH]c(N3CCCCC3)n2)cc1	2	-4	1.5	9	.	0	15	-0.15	2
OCCNCCOc1ccccc1-c1ccccc1	5	15	1.1	4[fluorescence artefact?]	4	-4	-2	-1.1	4
CC1CCN(S(=O)(=O)c2ccc(NC(=O)Cn3nnc(-c4ccccc4)n3)cc2)CC1	-9	-2	1.2	-3	3	30	-1	0.78	7
c1ccc(C2CCC(N3CCC(N4CCCCC4)CC3)CC2)cc1 (stereo unspecified)	-2	4	.	.	27	12	7	.	.
CCOc1ccc2nc(-c3ccc(OC)c(OC)c3)cc(C(=O)O)c2c1	9	-17	0.9	5	.	20	-10	2	9
Cn1c(C(=O)N2CCN(c3ncccn3)CC2)cc2c(=O)n(C)c3ccccc3c21	0	-2	1.1	1	-2	10	-18	1.7	1
CCc1ccc(C2(C)SC(NC(C)=O)=NN2C(C)=O)cc1 (stereo unspecified)	-11	-21	.	.	-9	-42	4	0.26	.
O=C(Nc1ccc2nc(-c3cccnc3)[nH]c2c1)c1ccccc1F	-9	0	1.2	-4	-7	5	14	-0.078	3
O=C1CN(C(=O)c2ccc(Br)o2)C(c2ccc(F)cc2)c2cc(F)ccc2N1 (stereo unspecified)	-15	26	1.4	5	3	18	5	0.9	8
CCOc1cc(CNCCCN2CCOCC2)ccc1OCC(=O)Nc1cccc2ccccc12	-8	18	.	.	-44	-25	-1	1.6	.
Cc1nccn1CCc1n[nH]c(=S)n1Cc1ccccc1	-36	7	1.2	8	.	-23	3	-0.74	6
CC(C)(C)NS(=O)(=O)CC12CCC(CC1=O)C2(C)C (stereo unspecified)	-1	17	.	.	4	-14	-12	0.058	.
O=C(NCc1cccs1)C1CCN(S(=O)(=O)c2ccc3c(c2)OCCO3)CC1	-26	21	1.1	-8	-24	-15	-2	-0.0005	2
COc1ccc(OCC(O)Cn2c(Br)nc3c2c(=O)[nH]c(=O)n3C)cc1 (stereo unspecified)	-10	-8	1	-14	18	-13	0	2.2	0
Cn1c(=O)c2c(nc(NCCCO)n2Cc2cccc(C(F)(F)F)c2)n(C)c1=O	-37	6	1.1	1	8	-18	-2	0.097	5
CC(C)(C)c1ccc(S(=O)(=O)NCc2ccc(C(=O)N3CCCC3)cc2)cc1	-32	-8	1.1	19[fluorescence artefact?]	18	4	7	0.049	5
CCOC(=O)CNC(=O)CCNS(=O)(=O)c1ccc2c(c1)c(=O)n(C)c(=O)n2C	3	17	1.1	4	-10	-10	-1	0.65	4
O=S(=O)(NC1CC2CCC1C2)c1ccc2c(c1)OCCO2 (stereo unspecified)	.	.	1.2	2	.	.	.	-0.47	3

An excerpt from above, limited to MT1-MMP txn act and TNFa cytotox:
canonical_smiles,MT1-MMP txn act,TNFa cytotox
Cn1c(=O)c2c(nc(NCCCO)n2Cc2cccc(C(F)(F)F)c2)n(C)c1=O,1.1,-37
CC(C)(C)c1ccc(S(=O)(=O)NCc2ccc(C(=O)N3CCCC3)cc2)cc1,1.1,-32
CCOC(=O)CNC(=O)CCNS(=O)(=O)c1ccc2c(c1)c(=O)n(C)c(=O)n2C,1.1,3

(next part)
SMILES	TNFa cytotox	VCAM1 TNFa inh	MT1-MMP txn act	Smad3 FoxH1 inh	F-actin modifier	IL1B cytotox	LYP inh 2	hDAT+cocaine	Candida biofilm
COc1ccc(CNC(=O)Cn2cc3c(n2)CCCCC3)cc1	.	.	1	10	.	.	.	-0.37	12
Cc1nc(COC(=O)c2ccc(CO)cc2)cs1	-17	4	1.2	-4	32	5	-6	0.16	6
CCn1c(NCc2cccs2)nc2ccccc21	-10	9	1.3	2	27	87*	3	-0.084	5
C=CCC1c2cccc(C(=O)O)c2C(=O)N1c1ccc(F)cc1 (stereo unspecified)	-2	12	1.1	9	-10	-23	-2	0.7	3
Cc1ccc2c(c1C)NC(C)CC2C (stereo unspecified)	2	-2	1.1	-2	11	5	9	0.89	9
CC(C)(C)n1nnnc1C(c1ccncc1)N(Cc1ccccc1)Cc1ccco1 (stereo unspecified)	-6	0	.	-2	6	-35	9	0.57	6
O=C(NCc1ccco1)C1OCCc2ccccc21 (stereo unspecified)	30	-17	1.2	.	-13	18	1	0.021	.
Cc1cc(Cl)c(S(=O)(=O)Nc2ccc3c(c2)OCCO3)cc1OCC(N)=O	-3	16	1.1	1	0	-22	-34	0.87	3
C#CC(CO)N(CCN(Cc1ccccc1)C(C#C)CO)Cc1ccccc1 (stereo unspecified)	-20	7	1.1	-1	-10	-44	-8	0.16	6
O=C(CSc1ncccc1-c1nc2ccccc2[nH]1)N1CCN(c2ccccc2F)CC1	-12	22	1.1	0	24	85*	4	-0.32	4
CCOC(=O)C1=C(CNCc2ccc(C)cc2)NC(=O)NC1c1ccc(OC)cc1 (stereo unspecified)	12	8	1.1	0	5	-7	-2	0.73	2
O=C(c1ccc(CS(=O)(=O)c2ccc(Br)cc2)o1)N1CCN(C2CCCCC2)CC1	-6	3	1.1	1	-4	1	-5	.	5
Cc1ccc2c(c1)C1CN(C)CCC1N2CC(=O)N(C)c1ccccc1 (stereo unspecified)	.	.	1.2	-9	.	.	.	1.3	8
Cc1cc2oc(=O)cc(CN3CCc4ccccc43)c2cc1Cl	-28	12	1.3	-11	10	-59	0	-1.4	.
COc1ccc(-c2nnc(SC)n2C)cc1	-3	12	0.9	6	-6	-3	-2	0.68	7
CC(C)NC(=O)CC(=O)N/N=C/c1ccc(F)cc1	-4	-7	.	.	3	-10	5	0.8	.
CCn1cc(C(=O)NCC2CCCO2)c(=O)c2cc(F)c(N3CCN(C)CC3)cc21 (stereo unspecified)	-23	4	1	8	17	-5	10	-0.13	6
CC1=C(C(=O)OCCOC(C)C)C(c2cccnc2)C2=C(CCCC2=O)N1 (stereo unspecified)	-45	-10	1	-4	79*	-18	0	0.33	10

An excerpt (hit frequency here may not be typical).
